Assay outcomes (PubChem BioAssay)
Chronic BCR inh: qHTS Assay to Find Inhibitors of Chronic Active B-Cell Receptor Signaling | 340,000 compounds, 0.05% hits | AID 493014, 2011 | ABC-DLBCL IkBa-CBG/CBR reporter, luminescence ratio, 4 h | Potency, µM (doses to about 46.1 µM), without a hit: at the highest dose ratio change, negative = lower green/red ratio, usual class: inhibitors; active = well fitted inhibition curve with a large enough effect in the signal ratio, with a control signal flat, not every such curve was filed as active; inconclusive = small, poorly fitted or top-dose-only effect, or effect the other way, or a change in a side signal; the % refers to the signal ratio;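 note: potency is the fitted concentration of half-maximal effect; plate controls were basal doxycycline-induced cells for no effect and cells given 10 µM MG132 for full effect; MG132 reads +100%, hits lower the ratio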
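Concentration-response series (up to 46 uM) were applied to TMD8 dual-reporter cells for 4 h at 37C with doxycycline. Green/red ratio, after filter-overlap correction, defined %Activity; red signal alone was normalised to basal cells and zero luminescence.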
TSHR antag: Antagonists of the Thyroid Stimulating Hormone Receptor: HTS campaign | TSHR-expressing cells, TSH-stimulated cAMP HTRF, 2 h; active compounds read low | activity change, negative = inhibition, % at 11.5 µM | 330,000 compounds, 0.2% hits | AID 504810, 2011;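 active = activity change below a set negative limit, meaning inhibition stronger than a set level, cut at about -70% in these data; inconclusive = activity change between two set negative limits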; note: % is set by controls: 0 for no effect and ±100 for the full control effect
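Cell-based HTRF cAMP assay; TSHR cells + compound, TSH EC80 (4nM final), 2 h, 37 deg C. Lysis with anti-cAMP cryptate and cAMP-d2, 30 min RT, read 665/620 nm.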
ELG1 repair inh: qHTS screen for small molecules that inhibit ELG1-dependent DNA repair in human embryonic kidney (HEK293T) cells expressing luciferase-tagged ELG1; HEK293T ELG1-luciferase reporter, luminescence, 16 h; DNA damage induced by 5-fluorouridine; Potency, µM (titrated, usually from 46.1 µM), inactives show at the highest dose activity change, negative = inhibition, hits mostly inhibitors; 330,000 compounds, 2.3% hits; AID 504467, 2011; note: potency is the fitted concentration of half-maximal effect; % is set by controls: 0 for no effect and ±100 for the full control effect; nearly all actives have a fitted effect of over 55% in size
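Quantitative HTS, concentration-response format. 2,000 cells/well co-treated with 5-fluorouridine and compound, 16 hr in 5% CO2 at 37 °C; ONE-Glo luminescence read after 30 min.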
TCR activator: Activators of T cell receptors: qHTS campaign | Potency, µM (doses to about 9.22 µM), for the others: top-dose activation of IL-2 secretion, usual class: activators | 330,000 tested, under 10 active | AID 504894, 2011 | primary human leukocytes, anti-CD3, IL-2 HTRF, 48 h; note: % of control where 0% means no effect
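Readout: HTRF IL-2, Eu-cryptate/d2 antibody pair, 320nm excitation, 665nm emission. Stimulus: a-CD3 beads, no co-stimulation. Cells: primary human leukocytes. Exposure: 48 hr with compound.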
Tb PFK block: qHTS Assay to Find Inhibitors of T. brucei phosphofructokinase. ATP-dependent 6-phosphofructokinase (Trypanosoma brucei brucei), O15648. T. brucei PFK, ADP-Glo luminescence. Potency, µM (doses to about 57.5 µM), inactives show top-dose activity, negative = inhibition, usual class: inhibitors. 330,000 compounds, 0.17% hits;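 note: potency is the fitted concentration of half-maximal effect; 0% = uninhibited 1x PFK enzyme wells and -100% = no-enzyme wells; nearly all actives have a fitted effect of over 60% in size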
Target sequence (O15648 whole entry, looked up): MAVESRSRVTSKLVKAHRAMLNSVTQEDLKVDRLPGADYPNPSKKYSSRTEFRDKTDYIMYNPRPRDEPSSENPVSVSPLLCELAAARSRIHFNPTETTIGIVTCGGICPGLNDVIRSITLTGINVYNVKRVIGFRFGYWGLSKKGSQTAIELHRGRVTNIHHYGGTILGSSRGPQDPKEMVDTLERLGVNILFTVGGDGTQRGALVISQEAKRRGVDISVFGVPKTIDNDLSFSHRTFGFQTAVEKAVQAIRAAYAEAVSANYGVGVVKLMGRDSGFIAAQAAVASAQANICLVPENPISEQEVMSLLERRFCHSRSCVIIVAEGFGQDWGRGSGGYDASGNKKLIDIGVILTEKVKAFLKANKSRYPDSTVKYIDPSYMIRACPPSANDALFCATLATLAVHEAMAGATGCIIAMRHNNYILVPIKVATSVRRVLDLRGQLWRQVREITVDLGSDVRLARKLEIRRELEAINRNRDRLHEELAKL
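Luminescent ADP detection (ADP-Glo, two-step: ATP depletion then ADP-to-ATP conversion for luciferase) reported PFK activity after 45 min room-temperature reaction of 1.25 nM enzyme with 0.5 mM F6P and 0.1 mM ATP at pH 8.0.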
Integrin act MD: qHTS for Activators of Integrin-Mediated Alleviation for Muscular Dystrophy. AID 624291, 2012. alpha7betagal myoblasts, beta-gal FDG fluorescence, 48 h. Potency, µM (titrated, usually from 38.3 µM), inactives show top-dose activation, hits mostly activators. 350,000 compounds, 0.064% hits;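 note: potency is the fitted concentration of half-maximal effect; 100% = response of the positive control SU9516; nearly all actives have a fitted effect of over 60% in size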
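alpha7betagal+/- myoblasts (passage 13, 250/well) treated 48 h at 37C with compounds at 1:260 dilution of DMSO stock. Lysed, then beta-galactosidase activity read as FDG fluorescence (ex 480/em 540) after 30 min, with pre-read for autofluorescence.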
AT treatment: qHTS Assay for Identifying a Potential Treatment of Ataxia-Telangiectasia | […] A-T fibroblasts, KAP-1 phosphorylation AlphaLISA; neocarzinostatin DNA damage 30 min before lysis | Potency, µM (series often up to 57.5 µM), inactives show at the top dose activation, usual class: activators | 320,000 compounds, 0.19% hits | AID 485349, 2010; note: potency is the fitted concentration of half-maximal effect; % of control where 0% means no effect; nearly all actives have a fitted effect of over 45% in size
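hTERT-immortalized A-T patient fibroblasts ([…]), 500 cells/well in OPTI-MEM, 1% FBS, got compounds for 60 min, then NCS for 30 min at 37C. Lysates were then assayed for phospho-KAP-1 by AlphaLISA (anti-pKAP1 donor, anti-KAP1 acceptor beads), 6 hr at 25C.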
Mito fusion yeast: qHTS Assay for Small Molecule Inhibitors of Mitochondrial Division or Activators of Mitochondrial Fusion; S. cerevisiae fusion-defective mutant growth rescue, CellTiterGlo 48 h; Potency, µM (titrated, usually from 46.1 µM), without a hit: top-dose growth rescue (activation), usual class: activators; 320,000 compounds, 0.23% hits;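 note: potency is the fitted concentration of half-maximal effect; % of control where 0% means no effect; nearly all actives have a fitted effect of over 45% in size; temperature-sensitive fusion mutants such as fzo1-1 at 37 °C on non-fermentable ethanol glycerol medium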
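Yeast fusion mutant, YPEG (non-fermentable carbon), compound, 48 h at 37C non-permissive; CellTiterGlo added, 10 min RT, luminescence read. Rescued growth = division inhibition.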
ASM inhibitor: Inhibitors of Secretory Acid Sphingomyelinase (S-ASM): qHTS; Sphingomyelin phosphodiesterase (Homo sapiens), P17405; 340,000 compounds, 0.006% hits; placental ASM, HMU-PC fluorogenic substrate, 60 min; Potency, µM (doses to about 57.5 µM), without a hit: top-dose activity change, negative = inhibition, most hits filed as inhibitors; note: potency is the fitted concentration of half-maximal effect
Target sequence (P17405 47-631 limits assumed): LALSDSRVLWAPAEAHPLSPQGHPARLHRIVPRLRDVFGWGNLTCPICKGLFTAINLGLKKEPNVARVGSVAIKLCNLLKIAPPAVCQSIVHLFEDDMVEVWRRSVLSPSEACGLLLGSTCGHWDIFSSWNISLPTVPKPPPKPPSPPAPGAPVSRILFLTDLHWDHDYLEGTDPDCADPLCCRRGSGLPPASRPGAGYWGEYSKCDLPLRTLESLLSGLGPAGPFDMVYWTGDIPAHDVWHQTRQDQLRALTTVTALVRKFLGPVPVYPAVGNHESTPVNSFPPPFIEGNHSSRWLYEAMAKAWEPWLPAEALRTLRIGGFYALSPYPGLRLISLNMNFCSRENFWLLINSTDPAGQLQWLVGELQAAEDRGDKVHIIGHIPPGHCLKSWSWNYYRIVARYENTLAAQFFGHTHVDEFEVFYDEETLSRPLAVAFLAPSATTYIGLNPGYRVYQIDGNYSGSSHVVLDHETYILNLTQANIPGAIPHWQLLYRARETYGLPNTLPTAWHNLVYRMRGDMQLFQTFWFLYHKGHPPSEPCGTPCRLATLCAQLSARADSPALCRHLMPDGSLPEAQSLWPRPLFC
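Fluorogenic HMU-PC substrate (9 uM final) is turned over by placental ASM in 60 min at 37 C after a 10 min compound preincubation. Reaction ended by alkaline stop (pH 10), with fluorescence read at 386/447 nm.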
PTAP TSG101 blk: qHTS Assay for Iinhibitors of HIV-1 Budding by Blocking the Interaction of PTAP/TSG101; Tumor susceptibility gene 101 protein (Homo sapiens), Q99816; 340,000 tested, under 10 active; AID 493005, 2010; Fluorescence polarization, FITC-PTAP peptide / Tsg101 binding; Potency, µM (doses to about 115 µM), without a hit: at the top dose activity change, negative = inhibition, most hits filed as inhibitors; active = well fitted inhibition curve with a large enough effect in the main read-out, with a control signal flat, not every such curve was filed as active; inconclusive = small, poorly fitted or top-dose-only effect, or effect the other way, or a change in a side signal; inactive = no such curve, though single readings can be large or run the other way; note: potency is the fitted concentration of half-maximal effect; % of control where 0% means no effect
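Fluorescence anisotropy tracks displacement of a FITC-tagged PTAP peptide (50 nM) from the Tsg101 binding domain (10 uM), following a 20 min room-temperature incubation at pH 7.5.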
Eya2 phos inh: qHTS Assay for Inhibitors of the Phosphatase Activity of Eya2. Protein phosphatase EYA2 (Homo sapiens), O00167. recombinant Eya2, OMFP fluorescence dephosphorylation (OMFP is methylfluorescein phosphate). Potency, µM (titrated, usually from 76.9 µM), without a hit: at the highest dose activity, negative = inhibition, usual class: inhibitors. 330,000 compounds, 0.006% hits. AID 488837, 2010; note: potency is the fitted concentration of half-maximal effect; % is set by controls: 0 for no effect and ±100 for the full control effect
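Eya2 (0.2 uM) preincubated 10 min at ambient with compound, then OMFP substrate added at 50 uM; 10 min reaction in 50 mM HEPES pH 7.5, 50 mM NaCl, 5 uM MgCl2, 0.05% BSA, 1 mM DTT. Fluorescence read at Ex 485/Em 525 nm.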
* marks the source's active call; other numbers are inactive results; ? = inconclusive; / = not tested or not shown; [ ] = remark or other dose. Unless noted, calls come from the whole dose curve; as a rule, active = well fitted curve in the direction sought with a large enough effect; inconclusive = small, poorly fitted or top-dose-only effect, or another doubt; inactive = no such curve, though single readings can be large; an effect the other way counts as inactive or inconclusive.

SMILES	Chronic BCR inh	TSHR antag	ELG1 repair inh	TCR activator	Tb PFK block	Integrin act MD	AT treatment	Mito fusion yeast	ASM inhibitor	PTAP TSG101 blk	Eya2 phos inh
O=C(NC(Nc1nc2ccc([N+](=O)[O-])cc2s1)(C(F)(F)F)C(F)(F)F)c1ccccc1	?	-78.9*	?	0.5%	-3.9%	0.0%	-3.5%	4.1%	-8.3%	3.4%	7.2%
COc1ccc(OC)c(C2C(C(N)=O)=C(C)Nc3nc(-c4cccc(Cl)c4)nn32)c1 (centres undefined)	?	-5.4	?	1.8%	-2.2%	19.5%	3.2%	0.4%	1.9%	-11.6%	-4.8%
O=C(c1ccc(CS(=O)(=O)c2ccccc2)o1)N1CCOCC1	-8.8%	4.1	3.1%	-0.5%	-4.1%	-5.5%	-3.2%	-1.5%	1.6%	1.3%	-4.1%
Cc1ccc(F)c(NC(=O)CCOc2ccccc2C)c1	-5.8%	-6.0	-8.2%	10.2%	0.5%	-2.1%	6.8%	6.5%	2.6%	0.1%	1.0%
CC(=O)Nc1ccc(S(=O)(=O)N2CCN(C(=O)c3ncoc3-c3ccccc3)CC2)cc1	8.2%	-2.0	-0.8%	0.5%	0.8%	-12.2%	4.6%	3.3%	2.0%	0.6%	-12.0%
COc1cccc(NC(=S)N(Cc2ccco2)C(C)c2ccco2)c1 (centres undefined)	0.1%	0.3	-9.8%	12.7%[46.1 µM]	-8.7%	3.0%	0.8%	11.0%	5.6%	-9.2%	7.2%
CC(C)(C)S(=O)(=O)c1c(C(=O)O)cccc1C(=O)O	-1.2%	1.3	10.6%	-6.0%	1.1%	15.5%	4.4%	-3.1%	0.7%	-0.7%	1.5%
O=S(=O)(Nc1nnc(C(F)(F)F)s1)c1ccc(Cl)cc1	1.5%	-3.1	14.3%	-2.0%	-1.8%	-6.8%	-1.9%	-1.0%	7.2%	-9.5%	-0.9%
CCOC(=O)CNC(=O)N1CCCC(N(C)CCc2ccccc2)C1 (centres undefined)	0.3%	46.2	7.6%	2.0%	-1.0%	-21.8%	6.0%	3.6%	-1.4%	-0.6%	1.3%
O=C(Cc1ccc([N+](=O)[O-])cc1)OCc1c(F)cccc1Cl	?	-1.5	-8.2%	4.1%	-6.6%	10.1%	-13.3%	-7.4%	-3.1%	-2.0%	2.1%
COc1cccc(NC(=S)NCc2cccnc2)c1	0.0%	3.3	0.8%	-1.5%[46.1 µM]	-7.9%	4.8%	9.7%	-2.4%	10.0%	0.5%	-0.4%
Cc1ccc(NC(=O)COC(=O)c2ccc3c(c2)OCCO3)cc1	-0.5%	2.3	12.8%	3.1%	-2.0%	9.8%	-5.2%	2.7%	0.1%	0.9%	-15.9%
CCc1ccc(NC(=O)CNC(=O)[C@@H]2Cc3ccccc3CN2C(=O)OC(C)(C)C)cc1	-1.0%	5.6	15.0%	-0.7%	-5.6%	6.1%	7.8%	-30.7%[inhibitor]	-0.8%	-7.0%	-24.7%
Cc1ccc(S(=O)(=O)C(C#N)=C2N(C)c3ccccc3N2C)cc1	-4.1%	2.2	0.0%	-5.9%	8.0%	1.9%	1.3%	-1.0%	11.0%	-11.1%	8.1%
CC(C)n1ncc2c(C(=O)NCCOc3ccccc3F)cc(C3CC3)nc21	4.6%	-0.2	?	-4.6%	2.8%	7.7%	-0.2%	/	-8.6%	-2.6%	-7.7%
CCOC(=O)C(=O)N=Nc1c(O)n(C)c2ccccc12	0.1%	5.6	7.8%	1.1%	-4.0%	0.9%	-1.5%	-2.6%	-0.5%	-9.3%	0.8%
CN(C)C(CNC(=O)CCNC(=O)c1ccccc1Cl)c1ccco1 (centres undefined)	3.8%	-5.2	8.9%	/	0.0%	-37.6%	-8.3%	-3.9%	8.9%	-6.2%	0.2%
CCOc1ccc2c(C)c(Cl)c(=O)oc2c1	-1.1%	6.8	?	-10.9%	-0.1%	-8.5%	/	2.7%	7.4%	-3.8%	11.2%
CNC(=O)C1(C(F)(F)F)C/C(=C\CCO)CCCO1 (centres undefined)	0.4%	4.9	0.0%	13.1%	2.2%	39.7%	3.7%	-1.8%	0.0%	2.3%	-0.5%
COc1ccc(-c2c(C(C)=O)c(C)nc3sc4c(c23)NC(c2ccccc2)NC4=O)cc1 (centres undefined)	-10.4%	-6.9	-29.8%	12.3%	0.8%	-6.4%	29.5%	-1.9%	1.7%	-0.4%	-6.2%
Cc1ccc(S(=O)(=O)NCCNc2ccccc2[N+](=O)[O-])cc1	6.4%	13.8	1.8%	3.6%	-2.5%	0.0%	-2.9%	2.7%	-8.5%	-0.7%	-8.1%

8 of the compounds above, with values under each structure.
Fields – Chronic BCR inh	TSHR antag	ELG1 repair inh	TCR activator	Tb PFK block	Integrin act MD	AT treatment	Mito fusion yeast	ASM inhibitor	PTAP TSG101 blk	Eya2 phos inh
COc1cccc(NC(=S)N(Cc2ccco2)C(C)c2ccco2)c1 (centres undefined)
    0.1%	0.3	-9.8%	12.7%[46.1 µM]	-8.7%	3.0%	0.8%	11.0%	5.6%	-9.2%	7.2%
CC(C)(C)S(=O)(=O)c1c(C(=O)O)cccc1C(=O)O
    -1.2%	1.3	10.6%	-6.0%	1.1%	15.5%	4.4%	-3.1%	0.7%	-0.7%	1.5%
O=S(=O)(Nc1nnc(C(F)(F)F)s1)c1ccc(Cl)cc1
    1.5%	-3.1	14.3%	-2.0%	-1.8%	-6.8%	-1.9%	-1.0%	7.2%	-9.5%	-0.9%
CCOC(=O)CNC(=O)N1CCCC(N(C)CCc2ccccc2)C1 (centres undefined)
    0.3%	46.2	7.6%	2.0%	-1.0%	-21.8%	6.0%	3.6%	-1.4%	-0.6%	1.3%
O=C(Cc1ccc([N+](=O)[O-])cc1)OCc1c(F)cccc1Cl
    ?	-1.5	-8.2%	4.1%	-6.6%	10.1%	-13.3%	-7.4%	-3.1%	-2.0%	2.1%
COc1cccc(NC(=S)NCc2cccnc2)c1
    0.0%	3.3	0.8%	-1.5%[46.1 µM]	-7.9%	4.8%	9.7%	-2.4%	10.0%	0.5%	-0.4%
Cc1ccc(NC(=O)COC(=O)c2ccc3c(c2)OCCO3)cc1
    -0.5%	2.3	12.8%	3.1%	-2.0%	9.8%	-5.2%	2.7%	0.1%	0.9%	-15.9%
CCc1ccc(NC(=O)CNC(=O)[C@@H]2Cc3ccccc3CN2C(=O)OC(C)(C)C)cc1
    -1.0%	5.6	15.0%	-0.7%	-5.6%	6.1%	7.8%	-30.7%[inhibitor]	-0.8%	-7.0%	-24.7%
